PPC-1+TRAIL kill: compounds killing PPC-1 cancer cells with TRAIL present (potentiator screen, no TRAIL-free arm) | PPC-1 cells + TRAIL, ATPLite viability luminescence | cell killing (% activity), % at 4 µM | hit rate 0.41% among 220,000 | AID 1443;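 active means cell killing above 50% in the first pass at 4 µM, then a duplicate retest at 5 µM averaging 50% or more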;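 further: plate controls were cells with TRAIL plus DMSO for no effect and medium-only wells lacking cells for full effect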
FXIIa inh: blocks human coagulation factor XIIa protease activity | P00748 | hit rate 0.3% among 220,000 | inhibition, % at 5 µM | purified FXIIa, Boc-QGR-AMC fluorogenic substrate, 2 h; in the data active means inhibition above about 40%;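 further: 0% = enzyme with no compound and 100% = blank without enzyme; many of its hits are not listed in these tables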
Target sequence (P00748 20-372 limits assumed): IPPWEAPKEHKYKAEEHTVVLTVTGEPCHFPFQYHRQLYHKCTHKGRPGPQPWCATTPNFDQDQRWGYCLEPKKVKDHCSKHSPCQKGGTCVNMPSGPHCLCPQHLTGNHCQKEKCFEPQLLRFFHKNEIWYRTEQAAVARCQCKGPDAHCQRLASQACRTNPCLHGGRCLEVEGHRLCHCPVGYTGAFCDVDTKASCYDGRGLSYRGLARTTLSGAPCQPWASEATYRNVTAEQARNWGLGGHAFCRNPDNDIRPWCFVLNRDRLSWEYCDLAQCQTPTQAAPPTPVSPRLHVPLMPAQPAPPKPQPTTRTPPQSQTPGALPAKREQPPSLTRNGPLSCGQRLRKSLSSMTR
Target sequence (P00748 373-615 limits assumed): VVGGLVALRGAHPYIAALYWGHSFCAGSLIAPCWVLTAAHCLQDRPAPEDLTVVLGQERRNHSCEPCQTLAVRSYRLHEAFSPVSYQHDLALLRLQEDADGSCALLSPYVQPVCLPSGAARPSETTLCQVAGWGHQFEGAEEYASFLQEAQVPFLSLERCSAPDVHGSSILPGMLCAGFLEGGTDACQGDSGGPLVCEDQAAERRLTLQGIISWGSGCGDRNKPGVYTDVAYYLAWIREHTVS
Wee1 degr inh: blocks degradation of human Wee1 kinase. P30291. HeLa Luc-Wee1K328M stability, luciferase luminescence; 100% = proteasome inhibitor MG132 effect. reporter increase, % at 5 µM. hit rate 1.2% among 220,000. AID 1321;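 active means activation above the mean of all tested compounds plus 3 SD, set per screening run, cut at about 8.8% in these data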;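 further: cells exposed to compound for 20 h before luminescence read; 0% = DMSO alone and 100% = MG132 at 30 µM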
FXIa inh 1536: factor XIa (human) inhibition; purified FXIa, Boc-Glu-Ala-Arg-AMC fluorogenic substrate; inhibition, % at 5 µM; hit rate 0.14% among 220,000;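 active means inhibition of at least 40%; inactive means inhibition below 40%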;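 further: fluorescence of freed AMC excited at 355 nm; 0% = enzyme without compound and 100% = no enzyme blank; many of its hits are not listed in these tables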
CHOP inhibitor: blocks CHOP induction under ER stress; CHO-K1 CHOP-promoter luciferase, tunicamycin-induced, 15-18 h; inhibition, % at 10 µM; hit rate 3.8% among 220,000;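 active means compounds that reduced the stress-induced luciferase reporter signal by more than about 70% of percent inhibition, limit read from the data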;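 further: 0% = tunicamycin plus vehicle and 100% = wells without tunicamycin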
zVAD death inh: L929 zVAD cell death inhibition | viability rescue, % at 10 µM | AID 1377 | hit rate 0.38% among 220,000 | L929 zVAD necroptosis rescue, ATP luminescence, 24 h; with zVAD 60 µM;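 active means activation, scaled between plate controls, above about 75%, limit read from the data; inactive means activation under that limit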;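 further: 0% = zVAD with DMSO and 100% = DMSO alone without zVAD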
TbHK1 inh: blocks Trypanosoma brucei hexokinase 1 activity. recombinant TbHK1, G6PDH-coupled NADH A340. inhibition, % at 10 µM. hit rate 0.11% among 220,000;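 active means inhibition of 50% or more in the single-dose primary screen; inactive means inhibition below 50%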
PGE2 EP2 inh: inhibitors of human EP2 prostaglandin E2 receptor | inhibition, % at 25 µM | C6 glioma cells expressing human EP2, cAMP TR-FRET; cells stimulated with saturating PGE2 | hit rate 0.52% among 260,000;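 active means percent inhibition above 40 after rounding to a whole number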;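 further: rat C6 glioma host cells with rolipram phosphodiesterase inhibitor present; the protocol text gives 20 µM as final concentration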
Target sequence (P43116 whole entry, looked up): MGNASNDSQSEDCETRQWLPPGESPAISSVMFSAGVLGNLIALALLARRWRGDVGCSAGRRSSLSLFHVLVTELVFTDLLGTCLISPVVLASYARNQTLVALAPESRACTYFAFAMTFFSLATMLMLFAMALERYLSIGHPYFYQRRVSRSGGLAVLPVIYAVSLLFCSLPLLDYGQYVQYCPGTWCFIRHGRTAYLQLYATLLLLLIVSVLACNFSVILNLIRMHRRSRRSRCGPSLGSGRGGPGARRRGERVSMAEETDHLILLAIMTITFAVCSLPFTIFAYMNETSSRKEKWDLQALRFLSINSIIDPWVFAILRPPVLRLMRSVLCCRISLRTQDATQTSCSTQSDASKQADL
TNF necrop inh: inhibitors of TNF-alpha induced necroptosis in Jurkat FADD-/- cells | activation (protection from cell death), % at 10 µM | hit rate 0.068% among 220,000 | Jurkat FADD-/- TNF necroptosis rescue, ATP luminescence, 24 h; 0 = TNF only, 100 = no-TNF cells;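 active means activation, meaning protection from cell death, of at least 50% relative to plate controls; inactive means activation below 50%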;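 further: necroptosis triggered by 40 ng/mL TNF-alpha added together with compound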
* = called active by the depositor; x = no result given; & = joins results of further samples.

SMILES	PPC-1+TRAIL kill	FXIIa inh	Wee1 degr inh	FXIa inh 1536	CHOP inhibitor	zVAD death inh	TbHK1 inh	PGE2 EP2 inh	TNF necrop inh
Cc1ccccc1NC(=O)c1c(C)[nH]c(=S)c(C#N)c1-c1ccco1	60*	11	-1	3	-16	0.3	-10	9	-2.7
CC1CCN(CCC(=O)Nc2ccc(Br)cc2)CC1	x	x	-2	x	x	-0.3	9	12	2.9
COc1ccccc1NC(=O)CSc1nnc(C)n1CC1CCCO1 (stereo not given)	3	8	-2	-4	17	-0.2	-1	17	-0.8
O=C(C1CCCC1)N(c1ccccc1)C1C=CS(=O)(=O)C1 (stereo not given)	32	13	-3	1	37	0.3	4	6	2.2
COc1ccc(OC)c(C2CC(=O)Nc3cc(OC)c(OC)c(OC)c32)c1 (stereo not given)	7	17	2	4	6	-0.4	-5	15	-3.3
COc1cccc(/C=N/NC(=O)c2ccc(CN3c4cccc5cccc(c45)S3(=O)=O)cc2)c1	2	-2	-2	-7	20	0.7	19	10	1.5
CCOc1ccc(CC(=O)NNC(=S)NC2CCCCC2)cc1OCC	-19	13	-1	8	1	0.8	3	12	0.7
O=C(Cn1nc(-c2ccccc2)ccc1=O)NCC1CCCO1 (stereo not given)	5	6	0	0	17	-0.1	1	9	0.6
Cc1cc(Cl)ccc1OCC(=O)Nc1ccccc1CO	10	4	4	1	25	0.0	3	25	-2.2
FC(F)(F)c1cccc(NC(=S)NNC(=S)Nc2ccc(Cl)cc2)c1	3	5	1	1	56	64	-1	7	2.9
Cc1ccc(S(=O)(=O)Oc2ccc(C)cc2/C=N/N=C2\NC(=O)C(C)S2)cc1 (stereo not given)	0	12	-1	1	31	1.1	-19	9	-0.1
O=c1c2[nH]c3cccc(Cl)c3c2ncn1CC1CCCO1 (stereo not given)	20	11	-3	2	2	0.2	-23	5	0.6
COc1ccc(NC(=O)CN2CCC(n3c(C)nc4cc(F)ccc43)CC2)c(OC)c1	-4	9	-1	-6	-9	0.3	-11	x	-0.4
CN(C(=O)Cn1c(=O)n(CCCCC(=O)NC2CCCC2)c(=O)c2ccccc21)C1CCCCC1	x	x	-2	x	x	0.2	0	x	1.2
COc1ccc(OC)c(-c2cn(S(=O)(=O)c3ccccc3)nc2N)c1	13	0	0	4	-6	-0.3	-6	6	0.6

2 entries drawn at random from those above, as already listed:
SMILES	PPC-1+TRAIL kill	FXIIa inh	Wee1 degr inh	FXIa inh 1536	CHOP inhibitor	zVAD death inh	TbHK1 inh	PGE2 EP2 inh	TNF necrop inh
COc1ccc(NC(=O)CN2CCC(n3c(C)nc4cc(F)ccc43)CC2)c(OC)c1	-4	9	-1	-6	-9	0.3	-11	x	-0.4
FC(F)(F)c1cccc(NC(=S)NNC(=S)Nc2ccc(Cl)cc2)c1	3	5	1	1	56	64	-1	7	2.9

Other compounds:
SMILES	PPC-1+TRAIL kill	FXIIa inh	Wee1 degr inh	FXIa inh 1536	CHOP inhibitor	zVAD death inh	TbHK1 inh	PGE2 EP2 inh	TNF necrop inh
O=C(COC(=O)C12CC3CC(CC(C3)C1)C2)N1CCN(S(=O)(=O)c2ccccc2)CC1	20	19	0	1	33	-0.4	5	8	-1.3
CC1CCN(c2ccc(C(=O)O)cc2NS(=O)(=O)c2ccc(Br)cc2)CC1	-3	-4	1	-4	-2	x	4	9	1.1
O=C(COc1ccccc1Cl)c1ccc2c(c1)CCCC2	23	13	0	-7	15	-0.3	10	x	-6.1
O=C1NC(=Nc2ccccc2)S/C1=C\c1cccs1	-5	6	1	1	-15	1.8	-12	13	0.2
O=C1c2ccccc2C(=O)N1Nc1ccccc1	28	8	-3	-5	17	-0.1	-3	x	1.8
COCCOC(=O)/C=C1/NC(=O)CS1	0	16	3	2	4	0.1	2	11	-0.6
Cc1ccccc1-c1nnc(-c2ccc(Br)cc2)o1	15	-8	2	-8	-10	-0.1	-11	10	-1.0
Cc1cccc(C(=O)N2CCC(=O)N(C(COCc3cccc(Cl)c3)Cc3ccccc3)CC2)c1 (stereo not given)	11	18	7	8	7	0.2	5	10	1.9
NC(=O)c1ccc(NC(=O)COC(=O)C2CC(=O)N(Cc3ccccc3)C2)cc1 (stereo not given)	10	11	-3	-3	3	7.3	-6	7	0.5
O=C(C[n+]1cccc(CNC(=O)c2ccc(OC(F)F)cc2)c1)c1ccccc1	5	11	1	1	-11	0.1	-1	9	0.0
CN1CCN(CCC(=O)N/N=C/c2cc([N+](=O)[O-])ccc2OC(F)F)CC1	16	-1	1	-7	-4	1.2	-5	5	1.7
O=C(CSc1nc(O)c(C(c2ccccc2)c2ccccc2)c(=O)[nH]1)N1CCOCC1	5	-2	-2	-4	6	1.1	-6	2	1.7
Cc1nc(NC(C)c2ccccc2)c2c3c(sc2n1)CCC3 (stereo not given)	4	11	0	8	67	-0.1	-6	7	-8.2
Cc1nnc(N)nc1C	7	12	-2	5	11	-0.1	-2	14	-1.7
CC1=C(C(=O)Nc2ccccc2C)C(c2ccc(C)o2)C2=C(CCCC2=O)N1 (stereo not given)	-4	-7	5	4	14	-1.2	-16	29	0.4
O=C1c2cccc3c(N4CCCCC4)ccc(c23)C(=O)N1c1ccc(O)cc1	2	8	5	-2	106*	-0.6	-1	9	-2.9
COc1ccc(C2c3c(oc4ccccc4c3=O)C(=O)N2CC2CCCO2)cc1 (stereo not given)	32	11	-1	2	8	-0.6	-11	13	0.8
CC(C)(C)C1CCc2c(sc(NC(=O)c3cccs3)c2C(=O)N2CCCCC2)C1 (stereo not given)	-2	1	0	-12	11	0.8	-12	5	-0.5
Cc1onc(-c2ccccc2Cl)c1C(=O)NCCN1Cc2ccccc2C1=O	9	27	5	15	-2	0.3	-6	4	-0.8
O=C(CCSc1nnc(-c2ccco2)o1)Nc1ccc(F)cc1	14	3	1	-8	7	1.9	2	6	2.2
Cc1ccc(NC(=O)NC2(C(=O)NCc3ccccc3)CCCCC2)cc1	20	22	0	5	66	-0.1	6	20	-4.9
CC1CN(Cc2cc(=O)[nH]c(C3CC3)n2)CC(C)O1 (stereo not given)	8	11	2	1	-10	0.8	2	11	-2.1
CCN(C(=O)CCC(=O)N(CC)c1ccccc1)c1ccccc1	12	4	5	-1	-25	0.3	-3	13	0.8
Cc1nc2sc(C(c3ccc(C(C)C)cc3)N3CCN(CCO)CC3)c(O)n2n1 (stereo not given)	5	12	24*	-1	28	-1.2	-22	13	1.0
NC(=O)CSc1nnc(COc2ccccc2)n1N	2	6	-2	-1	24	-0.7	-6	11&3	1.3
Cc1ccccc1NS(=O)(=O)c1cc(C(=O)N2CCCC2)ccc1C	5	11	0	1	12	0.7	-3	13	-1.4
COc1ccc(NC(=O)C2CCCN(c3nccc(C)n3)C2)cc1 (stereo not given)	16	4	-2	-6	-5	1.7	-7	4&9	-0.7
NC(=O)c1csc(-c2ccncc2)n1	-6	2	2	-9	9	0.0	-2	7	3.3
COc1ccc(C2/C=C\CN(C(=O)Nc3ccc(C(F)(F)F)cc3)CC(=O)N2Cc2ccc(F)cc2)cc1 (stereo not given)	9	10	x	2	75*	1.2	-10	4	-0.8
COc1cccc(N(C(=O)c2ccco2)C(C(=O)NC2CCCC2)c2ccc(N(C)C)cc2)c1 (stereo not given)	14	17	-1	-6	12	-0.6	-5	7	-1.9
O=C(N/N=C/c1cccs1)c1ccc2c(c1)OCO2	59*	0	3	-4	19	-0.4	-38	5	-2.3
COc1ccc(Cn2c(SCc3ccc(C)cc3)nc3cc(OC)c(OC)cc3c2=N)cc1Cl	25	16	-1	5	72*	0.7	-16	3	-28
CC(Nc1ccc(Cl)cc1)C(=O)NN (stereo not given)	11	10	2	-1	5	-0.5	-6	8	1.8
CCc1cccc(C)c1NC(=O)C(c1ccccc1)N1CCC1=O (stereo not given)	4	12	-3	1	1	0.0	5	14	-1.5
Cc1cc(Cl)ccc1N1C(=O)CC(NNC(=O)c2cccnc2)C1=O (stereo not given)	41	6	-2	4	1	1.2	9	6	0.1
COc1cc(-c2nc(CN3CCN(CC(C)C)C(=O)[C@@H]3C)c(C)o2)ccc1F	x	5	-3	-6	20	0.5	-6	3	-0.9
CN(C)c1ccc(N=Nc2ccccc2C(=O)OCC(=O)N2CCCC2)cc1	42	8	1	-2	24	0.2	-4	4	2.0
CC(=O)c1c(C)[nH]c(C(=O)Nc2cccnc2)c1C	7	9	4	-10	4	0.4	4	7	-2.3
CC(C)c1csc(CN2CCC(CO)(Cc3ccccc3)CC2)n1	4	24	11*	31	33	-0.9	9	4	0.0
O=S1(=O)CCC(N=Cc2ccc(-c3ccc(Cl)cc3)o2)C1 (stereo not given)	-15	1	-1	-3	13	0.6	-30	4	-1.1
O=C(CSc1nccc(=O)[nH]1)NC1CCCc2ccccc21 (stereo not given)	12	1	-3	-14	1	0.6	-7	5	2.4
C=CCNC(=S)/C(=C(/[O-])c1ccc([N+](=O)[O-])cc1)[n+]1ccccc1	0	x	1	-4	17	1.7	-21	11	0.2
O=C(NNS(=O)(=O)c1ccc2ccccc2c1)c1cc(-c2ccccn2)nc2ccccc12	19	14	8	7	5	0.8	-8	8	1.0
Cc1ccnc(NC(=O)Nc2ccc(F)cc2)c1	33	10	3	1	4	75	0	17	6.2
C#CCOCCOCCOCCNc1nc(N2CCN(C(=O)[C@H]([C@@H](C)CC)n3cc([C@@H](N)CC(C)C)nn3)CC2)nc(N2CCN(C(=O)[C@H](Cc3cc4ccccc4[nH]3)n3cc([C@@H](N)Cc4ccc(O)cc4)nn3)CC2)n1	-7	7	6	-4	-3	0.0	10	x	-0.4
O=C(NCCOc1ccccc1)c1ccccc1	6	11	6	1	-4	0.8	7	7	0.4
O=C(Nc1ccc(OC(F)(F)F)cc1)c1ccc2nccnc2c1	24	3	8	-8	49	3.0	-4	4	-0.2
CCC1SC(N)=NC1=O (stereo not given)	20	9	-1	-6	9	-0.6	-6	0	-1.7
O=C(COC(=O)c1cc[n+]([O-])cc1)NCC12CC3CC(CC(C3)C1)C2	25	4	0	-1	-1	-0.3	-1	14	0.0
COc1cc(C)c(Br)cc1S(=O)(=O)N1CCOCC1	25	9	1	1	6	0.5	2	6	-2.6
CCOC(=O)CSc1nc2sccc2c(=O)[nH]1	15	-3	-1	-11	18	0.3	-4	20	0.6
COc1cccc(NC(=O)c2oc3ccccc3c2NC(=O)C2CC2)c1	14	15	5	3	31	0.9	0	4	3.7
COc1ccc(C(=O)N2CCN(C(=O)c3ccco3)CC2)cc1	12	12	-1	4	-9	1.1	3	18	1.5
CN1C(=O)CC(N2CCC(C(N)=O)CC2)C1=O (stereo not given)	22	16	-2	10	-12	-0.6	1	9	-1.4
CCN(CC)c1ccc2cc(-c3nc(-c4ccc(OC)cc4)cs3)c(=O)oc2c1	-1	9	4	1	22	-0.7	9	4	1.4
COC(=O)[C@@]1(C)CC[C@]2(C)CC[C@@]3(C)C(=CC(=O)C4[C@@]5(C)CC[C@H](O)C(C)(C)[C@@H]5CC[C@]43C)[C@H]2C1 (stereo not given in full)	4	4	x	-2	-17	1.2	-1	25	2.0
CCCCOc1cccc(C(=O)NC(=S)Nc2ccc(Cl)c(C(=O)O)c2)c1	4	7	1	-2	-8	36	-6	7	0.4
CC/C(C)=N/Nc1nc(-c2cc3cccc(OC)c3oc2=O)cs1	14	3	2	14	-7	0.0	-24	2	-4.5

Source: PubChem BioAssay

These rows are one share of the data; rates above refer to the full screens.
